Eya2 inh – qHTS Assay for Inhibitors of the Phosphatase Activity of Eya2; Protein phosphatase EYA2 (Homo sapiens), O00167; recombinant Eya2, OMFP fluorescence dephosphorylation (OMFP is methylfluorescein phosphate); Potency, µM (series often up to 76.9 µM), for inactives: at the highest dose activity, negative = inhibition, actives largely listed as inhibitors; actives 0.006% (n = 330,000); AID 488837, 2010; further: potency means the concentration at half of the fitted maximal effect; on the % scale 0 is the no-effect control and ±100 the full control effect
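Eya2 (0.2 uM) preincubated 10 min at ambient with compound, then OMFP substrate added at 50 uM; 10 min reaction in 50 mM HEPES pH 7.5, 50 mM NaCl, 5 uM MgCl2, 0.05% BSA, 1 mM DTT. Fluorescence read at Ex 485/Em 525 nm.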
TSHR antagonist – Antagonists of the Thyroid Stimulating Hormone Receptor: HTS campaign; Thyrotropin receptor (Homo sapiens), P16473; TSHR-expressing cells, TSH-stimulated cAMP HTRF, 2 h; stronger effect = lower value; activity change, negative = inhibition, % at 11.5 µM; actives 0.2% (n = 330,000);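 active means activity change below a set negative limit, meaning inhibition stronger than a set level, cut at about -70% in these data; inconclusive means activity change between two set negative limits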; further: on the % scale 0 is the no-effect control and ±100 the full control effect
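Antagonism was scored as loss of TSH-driven cAMP in TSHR cells, stimulated with 4nM TSH (EC80) for 2 hours at 37 deg C and detected by homogeneous HTRF competition immunoassay.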
B2AR arrestin – qHTS assay of beta-arrestin-biased ligands of beta2-adrenergic receptor. AID 492947, 2010. actives 0.02% (n = 330,000). beta-arrestin recruitment to beta2AR, cell-based reporter. Potency, µM (highest dose often 46.1 µM), inactives show top-dose activation, actives largely listed as activators;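 further: potency means the concentration at half of the fitted maximal effect; 0% = DMSO controls and full agonism = EC100 isoproterenol or metaproterenol; nearly all actives have a fitted effect of over 65% in size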
TSG101-PTAP inh – qHTS Assay for Iinhibitors of HIV-1 Budding by Blocking the Interaction of PTAP/TSG101; Fluorescence polarization, FITC-PTAP peptide / Tsg101 binding; Potency, µM (titrated, usually from 115 µM), inactives show at the top dose activity change, negative = inhibition, hits mostly inhibitors; 340,000 tested, under 10 active; Tumor susceptibility gene 101 protein (Homo sapiens), Q99816; active means well fitted inhibition curve with a large enough effect in the main read-out, with a control signal flat, not every such curve was filed as active; inconclusive means small, poorly fitted or top-dose-only effect, or effect the other way, or a change in a side signal; inactive means no such curve, though single readings can be large or run the other way; further: potency means the concentration at half of the fitted maximal effect; % of control where 0% means no effect
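Steps: Tsg101 binding domain dispensed (10 uM final), compounds pinned in DMSO, FITC-labeled PTAP-motif peptide added (50 nM final); after 20 min binding at room temperature, polarization measured.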
Mito fusion act – qHTS Assay for Small Molecule Inhibitors of Mitochondrial Division or Activators of Mitochondrial Fusion. S. cerevisiae fusion-defective mutant growth rescue, CellTiterGlo 48 h. Potency, µM (series often up to 46.1 µM), for the others: at the top dose growth rescue (activation), actives largely listed as activators. actives 0.23% (n = 320,000);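 further: potency means the concentration at half of the fitted maximal effect; % of control where 0% means no effect; nearly all actives have a fitted effect of over 45% in size; temperature-sensitive fusion mutants such as fzo1-1 at 37 °C on non-fermentable ethanol glycerol medium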
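S. cerevisiae fusion-defective temperature-sensitive mutants (e.g. fzo1-1, mgm1-5) grown 48 h at 37C in YPEG (ethanol/glycerol non-fermentable) medium with 23 nl compound per well; growth rescue read as CellTiterGlo luminescence.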
USP2a block – qHTS Assay for Inhibitors of Ubiquitin-specific Protease USP2a Using CHOP2 as the Reporter | USP2 core, Ub-CHOP2 coupled fluorogenic reporter, 485/531 | Potency, µM (doses to about 38.3 µM), inactives show top-dose activity change, negative = inhibition, hits mostly inhibitors | actives 0.01% (n = 330,000) | Ubiquitin carboxyl-terminal hydrolase 2 (Homo sapiens), O75604 | AID 463254, 2010;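 further: potency means the concentration at half of the fitted maximal effect; plate controls were DMSO wells for no effect and full inhibition by NEM control for full effect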
Target sequence (O75604 whole entry, looked up): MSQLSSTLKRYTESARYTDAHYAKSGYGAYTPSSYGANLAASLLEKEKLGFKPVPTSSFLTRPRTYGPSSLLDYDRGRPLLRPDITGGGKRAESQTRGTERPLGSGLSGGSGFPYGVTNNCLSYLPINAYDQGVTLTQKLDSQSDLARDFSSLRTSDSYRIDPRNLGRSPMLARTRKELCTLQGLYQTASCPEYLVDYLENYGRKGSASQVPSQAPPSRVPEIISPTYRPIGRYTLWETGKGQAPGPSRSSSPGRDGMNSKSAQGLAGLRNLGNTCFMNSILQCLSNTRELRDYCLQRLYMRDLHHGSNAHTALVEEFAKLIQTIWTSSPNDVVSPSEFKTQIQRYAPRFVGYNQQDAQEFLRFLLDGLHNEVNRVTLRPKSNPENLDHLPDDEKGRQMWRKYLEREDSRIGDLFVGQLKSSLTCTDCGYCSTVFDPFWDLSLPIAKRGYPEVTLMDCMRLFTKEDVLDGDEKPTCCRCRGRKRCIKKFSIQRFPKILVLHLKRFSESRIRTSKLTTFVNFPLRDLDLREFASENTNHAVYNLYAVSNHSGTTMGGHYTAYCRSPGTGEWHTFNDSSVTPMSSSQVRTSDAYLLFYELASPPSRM
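Cell-free coupled assay: 10nM USP2 core preincubated 30min RT with compound in Tris-HCl pH 8.0/CaCl2/CHAPS buffer, then 25nM Ub-CHOP2 and 25nM reporter substrate; fluorescence (Ex 485/Em 531) read after 60min RT, normalized to NEM inhibition, concentration-response curves fitted.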
uPA generation – qHTS for Inhibitors of Cell Surface uPA Generation | cell surface uPA generation assay, qHTS | Potency, µM (titrated, usually from 38.3 µM), for inactives: at the highest dose activity change, negative = inhibition, most hits filed as inhibitors | actives 0.31% (n = 330,000); active means well fitted inhibition curve with a large enough effect; inconclusive means small, poorly fitted or top-dose-only effect; inactive means no such curve, though single readings can be large or run the other way; tested in mouse RAW 264.7 cells; further: potency means the concentration at half of the fitted maximal effect; on the % scale 0 is the no-effect control and ±100 the full control effect; nearly all actives have a fitted effect of over 55% in size
BCR signal inh – qHTS Assay to Find Inhibitors of Chronic Active B-Cell Receptor Signaling; ABC-DLBCL IkBa-CBG/CBR reporter, luminescence ratio, 4 h; Potency, µM (highest dose often 46.1 µM), without a hit: at the top dose ratio change, negative = lower green/red ratio, actives largely listed as inhibitors; actives 0.05% (n = 340,000); AID 493014, 2011; active means well fitted inhibition curve with a large enough effect in the signal ratio, with a control signal flat, not every such curve was filed as active; inconclusive means small, poorly fitted or top-dose-only effect, or effect the other way, or a change in a side signal; the % refers to the signal ratio;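 further: potency means the concentration at half of the fitted maximal effect; plate controls were basal doxycycline-induced cells for no effect and cells given 10 µM MG132 for full effect; MG132 reads +100%, hits lower the ratio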
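Concentration-response series (up to 46 uM) were applied to TMD8 dual-reporter cells for 4 h at 37C with doxycycline. Green/red ratio, after filter-overlap correction, defined %Activity; red signal alone was normalised to basal cells and zero luminescence.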
Tb PFK inh – qHTS Assay to Find Inhibitors of T. brucei phosphofructokinase; ATP-dependent 6-phosphofructokinase (Trypanosoma brucei brucei), O15648; T. brucei PFK, ADP-Glo luminescence; Potency, µM (highest dose often 57.5 µM), inactives show at the top dose activity, negative = inhibition, hits mostly inhibitors; actives 0.17% (n = 330,000); AID 485367, 2010;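 further: potency means the concentration at half of the fitted maximal effect; 0% = uninhibited 1x PFK enzyme wells and -100% = no-enzyme wells; nearly all actives have a fitted effect of over 60% in size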
Target sequence (O15648 whole entry, looked up): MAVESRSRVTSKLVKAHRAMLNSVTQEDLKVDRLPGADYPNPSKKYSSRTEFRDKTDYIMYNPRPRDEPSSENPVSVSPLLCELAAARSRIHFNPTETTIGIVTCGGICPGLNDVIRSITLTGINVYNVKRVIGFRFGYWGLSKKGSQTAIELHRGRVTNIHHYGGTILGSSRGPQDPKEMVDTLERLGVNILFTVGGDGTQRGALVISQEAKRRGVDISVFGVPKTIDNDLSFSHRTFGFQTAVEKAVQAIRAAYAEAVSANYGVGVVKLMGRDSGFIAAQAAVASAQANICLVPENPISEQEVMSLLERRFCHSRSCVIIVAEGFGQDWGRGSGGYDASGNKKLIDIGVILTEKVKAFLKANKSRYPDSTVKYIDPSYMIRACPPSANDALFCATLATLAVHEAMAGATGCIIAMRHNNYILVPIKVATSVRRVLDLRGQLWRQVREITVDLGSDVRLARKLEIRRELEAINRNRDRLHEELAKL
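Compounds were pin-transferred as a titration series up to 57 uM into substrate buffer (0.5 mM F6P, 0.1 mM ATP, pH 8.0), then 1.25 nM PFK was added and reactions ran 45 min before ADP-Glo detection.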
ELG1 repair inh – qHTS screen for small molecules that inhibit ELG1-dependent DNA repair in human embryonic kidney (HEK293T) cells expressing luciferase-tagged ELG1. Potency, µM (titrated, usually from 46.1 µM), without a hit: top-dose activity change, negative = inhibition, most hits filed as inhibitors. AID 504467, 2011. HEK293T ELG1-luciferase reporter, luminescence, 16 h; DNA damage induced by 5-fluorouridine. actives 2.3% (n = 330,000); further: potency means the concentration at half of the fitted maximal effect; on the % scale 0 is the no-effect control and ±100 the full control effect; nearly all actives have a fitted effect of over 55% in size
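Quantitative HTS, concentration-response format. 2,000 cells/well co-treated with 5-fluorouridine and compound, 16 hr in 5% CO2 at 37 °C; ONE-Glo luminescence read after 30 min.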
TCR act – Activators of T cell receptors: qHTS campaign | primary human leukocytes, anti-CD3, IL-2 HTRF, 48 h | Potency, µM (top dose mostly 9.22 µM), for inactives: at the highest dose activation of IL-2 secretion, hits mostly activators | 330,000 tested, under 10 active; further: % of control where 0% means no effect
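TCR engagement came from a-CD3 beads alone, with compounds added to primary human leukocytes for 48 hr. Secreted IL-2 bridged europium cryptate- and d2-labelled anti-IL-2 antibodies, giving FRET emission at 665nm after 320nm excitation.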
Active calls of the source: *; [ ] = another dose, or the depositor's remark. Unless noted, the call rests on the fitted dose curve; in most records, active means well fitted curve in the direction sought with a large enough effect; inconclusive means small, poorly fitted or top-dose-only effect, or another doubt; inactive means no such curve, though single readings can be large; an effect the other way counts as inactive or inconclusive.

`Cc1ccc(C)c(C(=O)COC(=O)CN2C(=O)C3C4CCC(C4)C3C2=O)c1` (configuration not stated) gave Eya2 inh 2%, TSHR antagonist -15, B2AR arrestin 0.1%, TSG101-PTAP inh -1%, Mito fusion act 3%, USP2a block 4%, uPA generation 5%, BCR signal inh 4%, Tb PFK inh 3%, ELG1 repair inh -1% and TCR act 3%.
For COc1cccc(-n2nc(C(=O)O)c3ccccc3c2=O)c1 the results were Eya2 inh 1%, TSHR antagonist 11, B2AR arrestin -0.1%, TSG101-PTAP inh -8%, Mito fusion act -6%, USP2a block 1%, uPA generation 6%, BCR signal inh 3%, Tb PFK inh 6%, ELG1 repair inh 23% and TCR act 0%.
`O=C(Nc1ccccc1N1CCCC1)c1cc(Cl)ccc1Cl` gave Eya2 inh -1%, TSHR antagonist -3, B2AR arrestin -0.3%, TSG101-PTAP inh 0%, Mito fusion act 19%, USP2a block 2%, uPA generation inconclusive, BCR signal inh inconclusive, Tb PFK inh 2%, ELG1 repair inh 2% and TCR act 1%.
Cc1occc1-c1nnc(SCC(=O)N2CCN(c3ccc(F)cc3)CC2)n1C was read as Eya2 inh 6%, TSHR antagonist -10, B2AR arrestin 0.5%, TSG101-PTAP inh -3%, Mito fusion act -2%, USP2a block 2%, uPA generation 3%, BCR signal inh 0%, Tb PFK inh -1%, ELG1 repair inh -28% and TCR act 2%.
`Cc1ccc(NCCCCO)cc1C` gave Eya2 inh 18%, TSHR antagonist -3, B2AR arrestin -0.4%, TSG101-PTAP inh -7%, Mito fusion act -1%, USP2a block 2%, uPA generation -1%, BCR signal inh inconclusive, Tb PFK inh -3%, ELG1 repair inh -11% and TCR act 0%.
Screening O=C(NC1CCCC1)C(c1ccccc1F)N(C(=O)Cc1cccs1)c1ccc2c(c1)OCCO2 (configuration not stated) returned Eya2 inh -3%, TSHR antagonist -5, B2AR arrestin -1.0%, TSG101-PTAP inh -5%, Mito fusion act 5%, USP2a block 3%, uPA generation -8%, BCR signal inh 3%, Tb PFK inh -2%, ELG1 repair inh inconclusive and TCR act -2%.
O=C1OC(c2ccc3c(c2)OCO3)=N/C1=C\c1ccc(C(=O)O)cc1 was read as Eya2 inh 8%, TSHR antagonist -4, B2AR arrestin -0.1%, TSG101-PTAP inh 7%, Mito fusion act 2%, USP2a block 4%, uPA generation -2%, BCR signal inh 1%, Tb PFK inh 6%, ELG1 repair inh -3% and TCR act -2%.
CCOc1ccc2nc(SCC(=O)N(C)C3CCS(=O)(=O)C3)[nH]c2c1 (configuration not stated) was read as Eya2 inh 12%, TSHR antagonist 1, B2AR arrestin 0.0%, TSG101-PTAP inh -15%, Mito fusion act -1%, USP2a block 1%, uPA generation 3%, BCR signal inh -3%, Tb PFK inh -8%, ELG1 repair inh -1% and TCR act 0%.
O=C(COC(=O)c1ccco1)Nc1ccc(Br)cc1 was read as Eya2 inh 5%, TSHR antagonist 4, B2AR arrestin -0.1%, TSG101-PTAP inh 0%, Mito fusion act 4%, USP2a block -1%, uPA generation 2%, BCR signal inh -1%, Tb PFK inh 1%, ELG1 repair inh 1% and TCR act -1%.
`Cc1sc2ncnc(NCCCN3CCCC3=O)c2c1C` gave Eya2 inh 3%, TSHR antagonist 10, B2AR arrestin 0.1%, TSG101-PTAP inh -3%, Mito fusion act -2%, USP2a block 9%, uPA generation 2%, BCR signal inh -1%, Tb PFK inh 1%, ELG1 repair inh -7% and TCR act -5%.
`Cc1cc(C)c(S(=O)(=O)N2CCCOC2CNC(=O)C(=O)NCCCn2ccnc2)c(C)c1` (configuration not stated) gave Eya2 inh 4%, TSHR antagonist 1, B2AR arrestin -0.5%, TSG101-PTAP inh -1%, Mito fusion act 0%, USP2a block -1%, uPA generation 3%, BCR signal inh 8%, Tb PFK inh -2%, ELG1 repair inh -1% and TCR act -8%[46.1 µM].
CCc1ccc(CN2CCCC(CCC(=O)N3CCN(c4ccccn4)CC3)C2)o1 (configuration not stated) was read as Eya2 inh 5%, TSHR antagonist 8, B2AR arrestin -0.3%, TSG101-PTAP inh -4%, Mito fusion act 0%, USP2a block -1%, uPA generation 1%, BCR signal inh -2%, Tb PFK inh 2%, ELG1 repair inh -4% and TCR act -3%.
For COc1ccc(NC(=O)C(c2ccc(OC)cc2)N(C)C(=O)CC2NC(=O)NC2=O)cc1 (configuration not stated) the results were Eya2 inh 2%, TSHR antagonist 5, B2AR arrestin -0.1%, TSG101-PTAP inh -3%, Mito fusion act -4%, USP2a block 3%, uPA generation 2%, BCR signal inh -2%, Tb PFK inh -2%, ELG1 repair inh 2% and TCR act -6%[46.1 µM].
For Cc1ccc(SCC(=O)O/N=C(\N)c2ccncc2)cc1 the results were Eya2 inh -2%, TSHR antagonist 5, B2AR arrestin -0.5%, TSG101-PTAP inh -2%, Mito fusion act -3%, USP2a block 2%, uPA generation 2%, BCR signal inh inconclusive, Tb PFK inh 0%, ELG1 repair inh 22% and TCR act -5%.
O=C(CCc1ccccc1)Nc1c(F)c(F)c(F)c(F)c1F was read as Eya2 inh -4%, TSHR antagonist -4, B2AR arrestin -0.6%, TSG101-PTAP inh -1%, Mito fusion act 0%, USP2a block -4%, uPA generation -1%, BCR signal inh inconclusive, Tb PFK inh -5%, ELG1 repair inh -7% and TCR act 4%.
`CCN1CCN(c2cc(C(C)(C)C)nc3c(-c4ccccc4)c(C)nn23)CC1` gave Eya2 inh -9%, TSHR antagonist 26, B2AR arrestin 0.1%, TSG101-PTAP inh -9%, Mito fusion act -4%, USP2a block 2%, BCR signal inh 8%, Tb PFK inh -2%, ELG1 repair inh 30% and TCR act 1%.
Screening CCOc1ccccc1NC(=O)c1ccc(S(=O)(=O)N(C)c2ccccc2)cc1 returned Eya2 inh -2%, TSHR antagonist -11, B2AR arrestin 0.0%, TSG101-PTAP inh -4%, Mito fusion act 21%, USP2a block 4%, uPA generation 10%, BCR signal inh 3%, Tb PFK inh 0%, ELG1 repair inh 0% and TCR act -5%.
`Cc1cc(S(=O)(=O)Nc2ccc(N(C)C)cc2)c(C)s1` gave Eya2 inh -13%, TSHR antagonist 4, B2AR arrestin -1.1%, TSG101-PTAP inh 2%, Mito fusion act 0%, USP2a block 2%, BCR signal inh 4%, Tb PFK inh -3%, ELG1 repair inh -9% and TCR act -1%.
For O=C(COC(=O)c1c2c(nc3ccccc13)/C(=C\c1cccs1)CCC2)Nc1ccccc1Cl the results were Eya2 inh 0%, TSHR antagonist 10, B2AR arrestin -0.1%, TSG101-PTAP inh 1%, Mito fusion act -2%, USP2a block -1%, uPA generation 3%, BCR signal inh -8%, Tb PFK inh 2%, ELG1 repair inh 16µM* and TCR act 0%.

Reprinted at random: two entries already listed.
For Cc1ccc(SCC(=O)O/N=C(\N)c2ccncc2)cc1 the results were Eya2 inh -2%, TSHR antagonist 5, B2AR arrestin -0.5%, TSG101-PTAP inh -2%, Mito fusion act -3%, USP2a block 2%, uPA generation 2%, BCR signal inh inconclusive, Tb PFK inh 0%, ELG1 repair inh 22% and TCR act -5%.
For O=C(COC(=O)c1c2c(nc3ccccc13)/C(=C\c1cccs1)CCC2)Nc1ccccc1Cl the results were Eya2 inh 0%, TSHR antagonist 10, B2AR arrestin -0.1%, TSG101-PTAP inh 1%, Mito fusion act -2%, USP2a block -1%, uPA generation 3%, BCR signal inh -8%, Tb PFK inh 2%, ELG1 repair inh 16µM* and TCR act 0%.

Screening data from PubChem BioAssay.
